Compound activity from PubChem.
ABHD5-PLIN5 inh: ABHD5-PLIN5 interaction inhibitors, primary screen, cell lysate, split luciferase complementation, luminescence. Split G. princeps luciferase complementation, 4 h. inhibition, % at 4 µM. 0.78% of 360,000 active;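 active means inhibition above the mean inhibition across every tested compound plus 3 SD, cut at about 22% in these data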;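 further: 0% = DMSO only wells and the 100% control is not disclosed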
SRC3 inh: SRC3 coactivator transcriptional activity inhibitors, primary screen, cell-based, luminescence; 0.17% of 360,000 active; HEK293 GAL4-SRC3 luciferase reporter; AID 588352, 2011; Nuclear receptor coactivator 3 (Homo sapiens), Q9Y6Q9; inhibition, % at 3.6 µM;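 active means inhibition above a per-campaign cutoff, the mean of all compounds plus 3 SD, cut at about 60% in these data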;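 further: 0% = DMSO-treated cells and 100% = gossypol-treated cells at 36 µM; higher means less SRC3-driven luciferase light from the GAL4 reporter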
TROY NFkB inh: inhibitors of TROY-driven NF-kB signaling, primary screen, Q293 LMP1-TROYcd cells, NF-kB luciferase, uHTS; inhibition, % at 10 µM; 0.98% of 360,000 active; AID 1347056, 2019; Q293 LMP1-TROYcd NF-kB luciferase reporter, 4 h;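 active means compounds whose plate-normalised and pattern-corrected inhibition of the luciferase reporter signal at the single screening dose is 50% or more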
COUP-TFII inh: NR2F2 transcriptional activity inhibitors, primary screen, cell-based, luciferase reporter, HEK293T, luminescence. COUP transcription factor 2 (Homo sapiens), P24468. HEK293T NGFI-A luciferase reporter. inhibition, % at 8.6 µM. 0.7% of 370,000 active. AID 686940, 2013;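 active means inhibition above a per-plate cutoff, mean inhibition of test wells between control levels plus 3 SD, cut at about 38% in these data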;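 further: cells cotransfected with COUP-TFII expression vector driving the NGFI-A reporter; 0% = median of COUP-TF2 test wells and 100% = reporter-only cells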
Granule exo inh: LAMP-1 surface exposure blockers, TALL-104 cells – cell-based, flow cytometry, MLPCN library, primary screen | TALL-104 LAMP-1 surface exposure; cells stimulated with thapsigargin and PMA | inhibition, % at 10 µM | 0.66% of 360,000 active | AID 651702, 2012;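 active means inhibition above about 55%, limit read from the data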
NCOA2 inhibitor: inhibition of GAL4-SRC2 driven luciferase reporter, primary screen, SRC2 inhibitor project, cell-based, luminescence | HEK293 GAL4-SRC2 luciferase reporter | Nuclear receptor coactivator 2 (Homo sapiens), Q15596 | 0.17% of 370,000 active | inhibition, % at 9 µM;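 active means inhibition above the mean inhibition of all tested compounds plus 3 SD, set per campaign, cut at about 52% in these data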;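 further: 0% = DMSO treated cells and 100% = cells given Gossypol at 36 µM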
NR5A2 inv ag: LRH-1 (NR5A2) inverse agonists, primary screen, cell-based, luminescence, HEK293T, StAR-luciferase reporter; Nuclear receptor subfamily 5 group A member 2 (Homo sapiens), O00482; inhibition, % at 3.6 µM; 0.13% of 360,000 active; LRH-1 transfected, 24 h;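 active means inhibition above the mean inhibition of all tested compounds plus 3 SD, cut at about 73% in these data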;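 further: 0% = DMSO wells and 100% = reporter-only cells lacking LRH-1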
SRC1 inh: SRC1 coactivator transcriptional activity inhibitors, primary screen, cell-based, luminescence | inhibition, % at 3.6 µM | HEK293 GAL4-SRC1 luciferase reporter | 0.12% of 360,000 active | Nuclear receptor coactivator 1 (Homo sapiens), Q15788;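 active means inhibition above the campaign mean plus 3 SD, with each screening campaign given its own cutoff, cut at about 60% in these data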;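 further: 0% = DMSO treated cells and 100% = gossypol at 36 µM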
NOD2-RIPK2 inh: NOD2-RIPK2 binding disruptors in cells, primary screen, fluorescence, CHO cells, BLA complementation. Receptor-interacting serine/threonine-protein kinase 2 (Homo sapiens), O43353. 0.38% of 360,000 active. inhibition, % at 4.98 µM. CCF4 ratio; in the data active means inhibition above about 21%;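 further: 0% = vehicle only and 100% = reference blocker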
TLR9-MyD88 inh: inhibitors of TLR9-MyD88 association in cells, primary screen, cell-based, CHO, BLA complementation, fluorescence; Toll-like receptor 9 (Homo sapiens) + Myeloid differentiation primary response protein …; inhibition, % at 4.98 µM; AID 504734, 2011; CCF4 FRET ratio; 0.21% of 340,000 active;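 active means inhibition above the mean over all tested compounds plus 3 SD, cut at about 21% in these data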;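 further: 0% = DMSO only wells and 100% = clavulanate BLA inhibitor control wells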
Target sequence (Q99836 whole entry, looked up): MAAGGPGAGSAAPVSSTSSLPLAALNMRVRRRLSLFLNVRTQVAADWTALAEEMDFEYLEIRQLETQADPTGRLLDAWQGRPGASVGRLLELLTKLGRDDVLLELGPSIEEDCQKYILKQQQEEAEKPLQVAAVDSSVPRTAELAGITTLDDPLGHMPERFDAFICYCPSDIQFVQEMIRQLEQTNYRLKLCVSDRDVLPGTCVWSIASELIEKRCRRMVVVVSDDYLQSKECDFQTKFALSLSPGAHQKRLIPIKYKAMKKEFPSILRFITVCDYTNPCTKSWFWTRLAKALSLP
Target sequence (Q9NR96 whole entry, looked up): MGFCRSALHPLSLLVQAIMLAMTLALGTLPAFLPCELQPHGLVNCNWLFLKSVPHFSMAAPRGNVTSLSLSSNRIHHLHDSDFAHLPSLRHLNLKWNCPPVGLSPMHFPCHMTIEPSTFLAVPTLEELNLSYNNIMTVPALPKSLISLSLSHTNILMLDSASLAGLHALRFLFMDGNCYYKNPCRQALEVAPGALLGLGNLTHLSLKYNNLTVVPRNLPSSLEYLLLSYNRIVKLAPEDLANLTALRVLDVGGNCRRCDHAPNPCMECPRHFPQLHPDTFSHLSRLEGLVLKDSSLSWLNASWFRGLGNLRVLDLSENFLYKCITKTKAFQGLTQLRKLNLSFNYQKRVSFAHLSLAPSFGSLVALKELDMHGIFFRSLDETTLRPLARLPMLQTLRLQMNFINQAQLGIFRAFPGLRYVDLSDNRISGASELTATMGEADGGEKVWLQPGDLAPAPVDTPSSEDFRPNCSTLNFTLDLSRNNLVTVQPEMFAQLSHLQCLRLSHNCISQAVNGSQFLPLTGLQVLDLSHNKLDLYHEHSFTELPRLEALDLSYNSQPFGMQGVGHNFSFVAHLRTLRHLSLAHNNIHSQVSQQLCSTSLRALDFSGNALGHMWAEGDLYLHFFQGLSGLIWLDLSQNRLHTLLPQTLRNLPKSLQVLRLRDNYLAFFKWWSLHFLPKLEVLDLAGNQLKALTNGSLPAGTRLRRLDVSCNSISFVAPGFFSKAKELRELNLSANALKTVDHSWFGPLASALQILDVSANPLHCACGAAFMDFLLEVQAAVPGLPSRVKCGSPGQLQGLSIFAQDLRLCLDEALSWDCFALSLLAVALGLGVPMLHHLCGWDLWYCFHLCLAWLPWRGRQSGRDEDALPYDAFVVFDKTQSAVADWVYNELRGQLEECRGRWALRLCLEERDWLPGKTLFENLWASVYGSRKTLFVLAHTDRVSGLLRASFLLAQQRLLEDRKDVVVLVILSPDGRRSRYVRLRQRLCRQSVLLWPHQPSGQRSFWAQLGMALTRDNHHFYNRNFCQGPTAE
TWEAK Fn14 block: inhibitors of TWEAK-Fn14 signaling, primary screen, luciferase reporter cells, uHTS; inhibition, % at 10 µM; 2% of 360,000 active; TWEAK-stimulated Fn14 reporter cells, luciferase luminescence, 8 h; in the data active means inhibition above about 50%
The depositor's hits bear a star; x = not tested or not shown. A portion of the library; count on the stated rates, not on these rows.

Screens in order: COUP-TFII inh	Granule exo inh	SRC1 inh	SRC3 inh	TROY NFkB inh	ABHD5-PLIN5 inh	NR5A2 inv ag	TLR9-MyD88 inh	NOD2-RIPK2 inh	NCOA2 inhibitor	TWEAK Fn14 block
> C/C(=N\N(c1ccccc1)c1ccccc1)c1ccco1
  10.0	-1.5	-6.2	-3.5	3.3	0.5	4.9	7.8	1.6	9.8	1.4
> COc1ccc(CCNC(=O)COC(=O)c2cccn2C)cc1
  -6.5	-3.9	9.7	11.9	-14.8	-2.2	42.1	-11.9	-1.3	4.8	7.1
> COc1cc(CCCN2C(N)=NC[C@@H]2c2ccccc2)cc(OC)c1OC
  10.3	-5.9	-1.7	-17.4	11.2	-8.2	6.2	-0.5	-0.7	3.5	5.5
> Cc1ccc(C(=O)C(C)N(C(=O)c2ccc(Cl)cc2Cl)N2C(=O)CCCC2=O)cc1 (stereo not given)
  9.5	-0.6	-22.9	7.1	5.2	-0.7	-17.6	8.3	-12.2	16.3	1.4
> CC(C)N(C(=O)CSc1nn2c(=O)c(C(C)(C)C)nnc2s1)c1ccccc1
  6.7	-1.3	-1.8	7.2	-12.2	4.8	-6.9	-1.4	4.4	-42.1	30.5
> Cc1ccc(NC(=O)CC2SC(=NC3CCCCC3)NC2=O)cc1 (stereo not given)
  11.2	-3.0	1.9	5.3	3.2	-1.8	7.2	5.0	-9.1	20.5	-7.0
> CCN(CC)S(=O)(=O)c1ccc(NC(=O)C2COc3ccccc3O2)cc1 (stereo not given)
  2.5	1.4	-10.9	-13.1	-7.8	-5.1	-5.3	4.0	3.5	15.2	-15.1
> Cc1c(NC(=O)CN2CCN(c3ccc(F)cc3)CC2)c(=O)n(-c2ccccc2)n1C
  -11.9	-3.2	-24.7	14.2	-2.5	-1.2	4.2	-8.4	-12.1	-9.9	22.9
> O=C(COc1cccc(Cl)c1)NNC(=S)Nc1ccccc1
  -4.7	-2.2	6.0	-3.7	16.9	-9.5	-7.4	-6.6	-4.6	-10.7	0.8
> CCc1ccc(N2CC(C(=O)Nc3nc4ccc(S(C)(=O)=O)cc4s3)CC2=O)cc1 (stereo not given)
  -16.9	-22.9	0.4	3.3	4.8	4.7	28.2	-9.3	-0.1	9.2	20.2
> Cc1cccc(N2CCN(C(=O)C3CCN(S(=O)(=O)c4cccnc4)CC3)CC2)c1C
  8.5	-2.9	2.7	-0.4	-7.2	1.0	-4.2	-3.1	2.9	5.6	-3.6
> CCOc1cc(/C=C2\C(=N)N3N=C(CC)SC3=NC2=O)ccc1OCCOc1ccc(NC(C)=O)cc1
  -10.4	-0.8	11.5	0.0	7.4	-2.2	21.2	-3.1	-0.1	-2.5	-9.5
> CC(C)C(=O)c1cn(CC(=O)O)c2ccccc12
  -2.3	-1.8	6.7	11.8	11.7	0.5	8.8	-12.8	-7.1	-0.7	9.5
> N#Cc1c(N)nc2c(c1-c1cccc(O)c1)CCCCCC2
  -5.7	-1.7	-0.6	6.7	17.5	-2.8	-42.1	-5.9	13.8	-1.5	-6.0
> COc1ccc(N2C(=O)CC(N(Cc3ccco3)C(=O)CCC(=O)O)C2=O)cc1 (stereo not given)
  15.5	3.0	-3.9	15.3	18.6	1.8	-1.8	1.8	-10.2	0.6	-4.3
> CCOc1nc(NCc2ccco2)nc(Nc2ccccc2F)n1
  -30.9	-0.1	-77.9	-58.3	-76.7	-7.8	-65.1	-1.0	-3.5	-33.5	-4.5
> COc1ccc(C(CNC(=O)c2cc3c(s2)CCC(C)C3)N2CCCC2)cc1 (stereo not given)
  -26.6	10.4	-8.3	21.5	10.2	9.3	-31.2	-0.8	-4.2	3.9	-18.1
> O=C(NCc1ccc2c(c1)OCO2)c1nc(Cn2cc(Br)cn2)no1
  7.4	-5.4	10.1	-0.1	-18.1	-3.7	-20.2	-6.5	0.8	-8.9	-5.6
> CC(CNCC1CCCO1)COc1cccc2ccccc12 (stereo not given)
  12.4	2.0	0.8	10.9	12.6	3.9	9.8	0.2	3.8	-0.9	5.3
> CCOC(=O)CCC(=O)Nc1ccc([N+](=O)[O-])cc1C
  -2.0	3.1	15.8	9.9	6.2	-1.5	-1.5	x	-4.0	8.6	1.1
> CNS(=O)(=O)c1cc(NC(=O)c2cccc3cccnc23)ccc1C
  -6.5	-3.1	-52.6	18.0	-12.7	-0.1	2.1	-0.9	0.9	-18.8	27.4
> CC(=O)Nc1cccc(NC(=O)CSc2nnc(NC(=O)c3ccco3)s2)c1
  -1.2	-2.4	9.5	9.7	-2.1	2.4	-2.4	5.8	-6.7	-9.2	19.5
> O=C(NNC(=O)c1cc2ccccc2cc1O)NC1CCCCC1
  1.6	2.7	-13.8	0.3	-34.8	-5.2	-10.4	5.6	-8.2	1.6	-7.4
> O=C(COc1ccc(Br)cc1)NNC(=O)c1ccc(-n2cncn2)c([N+](=O)[O-])c1
  -8.8	-1.6	9.2	-14.4	-9.9	-3.4	-9.5	-7.8	1.3	5.9	11.7
> Cc1ccc(C(C#N)c2ccc3c(C(F)(F)F)cc(C(F)(F)F)nc3n2)cc1 (stereo not given)
  -9.4	2.6	-9.4	-16.2	45.0	-1.0	19.6	-4.8	3.5	-20.7	50.3*
> CCN1c2ccccc2-c2nc3ccccc3n2C1c1ccco1 (stereo not given)
  8.0	-1.5	1.8	14.3	-35.5	3.5	1.8	-3.9	-5.9	-33.9	-4.3
> O=C(CCn1c(=O)oc2cc(Cl)ccc21)Nc1ccc(O)cc1
  -5.5	8.5	-12.0	-7.1	5.8	-0.9	-14.1	-5.0	-4.2	16.4	-3.5
> O=C(/C(=C/O)N=Nc1ccccc1)c1ccco1
  -8.6	1.1	-3.9	16.9	-10.2	-0.6	3.9	-1.5	7.2	-0.6	7.2
> c1ccc2[nH]c(CSc3nc4ccccc4o3)nc2c1
  -1.2	1.2	-45.6	2.6	-14.5	-6.8	-42.9	5.5	-8.2	-4.8	3.8
> Cc1cc(NC(=O)COc2nnc(-c3ccccc3)c3ccccc23)no1
  -26.1	2.0	-16.5	-36.2	-13.4	-6.4	-15.3	-5.0	6.7	-12.0	-1.1
> O=C(NCc1ccccc1)c1ccc(CS(=O)(=O)c2ccc(Br)cc2)o1
  11.0	1.8	-12.3	22.9	5.3	4.5	7.6	4.0	-3.7	15.4	7.5
> CCOc1ccc(C(=O)c2cc3ccc(O)cc3oc2=O)cc1
  -18.4	0.9	-12.7	0.8	7.5	1.8	4.1	-2.5	-12.4	-6.8	-4.6
> COc1ccc(NC(=O)CN(C)CC(=O)Nc2cccc3ccccc23)c(OC)c1
  -6.8	4.4	3.6	12.7	-2.2	4.9	-0.6	-2.9	7.8	-5.1	-8.8
> COc1ccc(C(=O)Oc2ccc(-c3nnco3)cc2)cc1S(=O)(=O)N1CCOCC1
  -16.4	24.6	0.8	-9.0	5.8	3.5	17.6	-5.5	-10.2	0.1	20.9
> CC(/C=N/N1CCN(c2ccccc2)CC1)=C\c1ccccc1
  x	-10.0	3.7	7.7	-26.0	-5.4	12.4	8.9	-1.0	x	4.3
> COc1ccc(NC(=O)N/C=C/c2ccc(Cl)cc2)cc1
  -6.5	6.8	-10.4	-2.5	-29.4	4.2	-1.9	-2.9	-2.5	-1.1	9.1
> CNC(=O)NC(=O)CSc1ccc(S(=O)(=O)N(C)C2CCCCC2)cn1
  11.7	22.4	19.5	6.3	8.9	-10.6	-15.2	2.8	-6.8	-14.6	-7.0
> Cc1cc2n(n1)C(c1ccc(O)cc1)Nc1ccccc1-2 (stereo not given)
  -14.3	3.1	-1.4	2.7	-43.7	14.7	17.0	0.6	-20.8	5.0	4.9
> N#Cc1cc2c(nc1SCC(O)CS(=O)(=O)Cc1ccc(Cl)cc1)CCCC2 (stereo not given)
  14.7	-0.3	-1.6	9.9	33.5	-10.1	-21.0	-3.6	1.6	6.8	22.1
> CC(C)Cn1c(SCC(=O)N(C)c2c(N)n(Cc3ccccc3)c(=O)[nH]c2=O)nc2ccccc21
  5.1	1.0	-5.6	-4.6	-6.4	4.0	2.4	-10.5	-8.4	-7.8	-6.6
> CCOC(=O)Cc1csc(NC(=O)C(NC(=O)C2CCCCC2)C(C)C)n1 (stereo not given)
  10.6	-4.3	12.1	17.3	4.2	-0.7	-6.6	-3.6	8.8	0.3	-16.9
> COc1ccc(Cl)cc1CNC[C@H]1O[C@@H](n2ccc(N)nc2=O)[C@H](O)[C@@H]1O
  8.4	-0.8	-38.5	10.0	-4.2	16.5	-6.5	-1.4	-1.7	-2.8	-14.2
> O=C(CCC(=O)N1CCSc2ccccc21)NCc1ccccc1
  -10.1	-2.4	-16.2	-20.3	-6.3	-3.4	-4.0	-6.4	1.2	-22.3	0.9
> COCCNc1nc(NCc2cccc(OC)c2)c2sccc2n1
  18.9	1.7	-20.6	-15.8	2.8	0.7	8.4	x	-11.9	-3.0	1.1
> O=C(NCc1cccnc1)Nc1ccc(Cl)cc1
  -8.7	-2.4	-29.9	-10.6	-24.0	0.0	-0.5	8.8	-9.3	-12.2	10.6

Some entries already given, reduced to TROY NFkB inh and COUP-TFII inh:
| canonical_smiles | TROY NFkB inh | COUP-TFII inh |
| --- | --- | --- |
| CNC(=O)NC(=O)CSc1ccc(S(=O)(=O)N(C)C2CCCCC2)cn1 | 8.9 | 11.7 |
| COc1ccc(C(=O)Oc2ccc(-c3nnco3)cc2)cc1S(=O)(=O)N1CCOCC1 | 5.8 | -16.4 |

Carrying on.
Screens in order: COUP-TFII inh	Granule exo inh	SRC1 inh	SRC3 inh	TROY NFkB inh	ABHD5-PLIN5 inh	NR5A2 inv ag	TLR9-MyD88 inh	NOD2-RIPK2 inh	NCOA2 inhibitor	TWEAK Fn14 block
> O=C1c2ccccc2NC(c2ccc(F)cc2)N1Cc1ccco1 (stereo not given)
  10.0	-1.3	1.9	14.9	-55.0	13.3	0.2	3.3	-3.2	16.1	11.7
> COC(CNC(=O)c1ccc2c(c1)nc(C)n2-c1ccc(F)c(F)c1)OC
  6.9	-1.3	0.0	2.0	3.0	-6.5	12.7	-1.2	8.9	-10.7	-1.4
> CC(C)OCCCNC(=O)C1CCN(S(=O)(=O)N2CCCC2)CC1
  -5.1	-2.0	-7.5	-8.3	12.7	0.4	-1.3	-4.2	-1.0	-40.7	7.6
> CCS(=O)(=O)c1ccc2oc(SCC(=O)NC(C)C3CC4CCC3C4)nc2c1 (stereo not given)
  12.0	2.2	12.2	19.9	5.7	-3.4	13.3	-6.0	-15.4	2.4	-0.2
> O=C1CC(c2ccccc2)CN1C(=O)c1cccnc1 (stereo not given)
  15.1	-1.6	0.6	1.1	-3.4	-1.2	-1.5	-9.3	-17.1	29.6	6.6
